Screens from PubChem BioAssay.
M. tuberculosis HTS: M. tuberculosis growth inhibition, HTS (AID 449762); 330,000 compounds, 0.59% hits; M. tuberculosis H37Rv growth inhibition, 7H9 media; higher % means a stronger effect; inhibition, % at 25 µM; hits with a dose series show IC50 in µM; in the data active = a potency from the dose series; inconclusive = inhibition above about 70% without an active follow-up result;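 also: bacterial growth assessed after seven days of incubation; strong numbers were not always called active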
influenza NS1A: H1N1 influenza NS1A inhibitors, functional cell based assay (AID 504329); inhibition, % at 12.5 µM; hits with a dose series show IC50 in µM; 340,000 compounds, 0.3% hits; NS1A functional cell-based assay, percent inhibition; higher % means a stronger effect; in the data active = a potency from the dose series; inconclusive = inhibition above about 27% without an active follow-up result; also: strong numbers were not always called active
M. tuberculosis: growth inhibition of non-replicating M. tuberculosis (AID 488890) | Mycobacterium tuberculosis non-replicating, growth inhibition; higher % means a stronger effect | inhibition, % at 25 µM; hits with a dose series show IC50 in µM | 320,000 compounds, 0.39% hits; in the data active = a potency from the dose series; inconclusive = inhibition mostly from about 82% at the one dose, without a potency; inactive = the rest, 99 in 100 with inhibition below about 76%;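 also: plate controls were DMSO cells for no effect and high antibiotic wells for full effect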
PhoP GFP inhibition: PhoP regulon inhibitors, Salmonella typhi PhoP promoter GFP reporter, confirmatory (AID 1850) | Salmonella Typhi PhoP-promoter GFP reporter, fluorescence, 4 h; higher % means a stronger effect | inhibition, % at 50 µM; hits with a dose series show IC50 in µM | 310,000 compounds, 0.33% hits; in the data active = a potency from the dose series; inconclusive = inhibition mostly from about 25% at the one dose, without a potency; inactive = the rest, 99 in 100 with inhibition below about 19%;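 also: 0% = induced wells with vehicle and 100% = uninduced wells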
VEEV TC-83 Vero: inhibitors of VEEV TC-83 cytopathic effect, confirmation, Vero cells (AID 588727) | Vero cells, VEEV TC-83 cytopathic effect inhibition; higher % means a stronger effect | one-dose inhibition, % at 20 µM; IC50 in µM for titrated hits | 350,000 compounds, 0.13% hits; in the data active = a potency from the dose series; inconclusive = inhibition mostly from about 14% at the one dose, without a potency; inactive = the rest, 99 in 100 with inhibition below about 12%; also: strong numbers were not always called active
VEEV TC-83 Vero 10K pilot screen: second read-out of VEEV TC-83 Vero, no call of its own (marks repeat the call); inhibition, %; measured here: 10K pilot screen inhibition
An asterisk follows results filed as active; i = inactive; ? = inconclusive; · = not tested or not shown.

SMILES	M. tuberculosis HTS	influenza NS1A	M. tuberculosis	PhoP GFP inhibition	VEEV TC-83 Vero	others
Cc1c(C)c2c(OCC(=O)Nc3cccnc3)cc3c(c2oc1=O)CCC(C)(C)O3	-3%	1%	4%	0%	0.4%
O=C(NCCN1CCCCC1)c1ccc(/C=N/O)nc1	-3%	0%	-14%	-4%	0.8%
Cc1ccc(S(=O)(=O)N2CCC(C(=O)NNC(=O)c3ccccc3)CC2)cc1	0%	-2%	-6%	-25%	0.3%
CCc1ccc(OCC(=O)Nc2nnc(C3CCCC3)s2)cc1	11%	-3%	?	0%	3.2%
C/C(=N\Oc1cccc(F)n1)c1ccc(Cl)cc1Cl	-1%	-25%	6%	-3%	3.0%
O=C(CCS(=O)(=O)Cc1ccccc1F)NCCCN1CCCCC1	-13%	-1%	2%	3%	0.7%
Fc1ccc(-n2nnc(-c3ccccc3Cl)n2)cc1	0%	-2%	10%	-7%	0.8%
O=S1(=O)CC2N=C(N(Cc3ccc(F)cc3Cl)c3ccccc3F)SC2C1 (stereo not drawn)	16%	-5%	11%	-6%	9.3%
CCCCC(c1nnnn1Cc1ccco1)N1CCN(C(=O)c2ccco2)CC1 (stereo not drawn)	2%	1%	17%	1%	2.5%
Cc1ccc(/C=N/NC(=O)NC2CCCCC2)o1	43%	0%	46%	4%	11%
CCS(=O)(=O)c1ccc2oc(Nc3ccc(OC)c(OC)c3)nc2c1	-2%	4%	0%	-1%	7.2%
COc1ccc(NC(=O)CSc2nnc(C3CC3)n2C)cc1	2%	-5%	7%	2%	0.7%
N#C/C(=C\c1ccncc1)c1ccc(NC(N)=O)cc1	7%	3%	-3%	-10%	3.7%
CNc1ccc(S(=O)(=O)NCC(=O)NCCCc2ccccc2)cc1[N+](=O)[O-]	4%	21%	22%	2%	0.8%
CNc1c(NC(=O)COc2ccc(Cl)cc2)c(=O)oc2ccccc12	3%	7%	-4%	0%	0.9%
Cc1ccc(NCc2nnc(SCC(=O)c3ccccc3)o2)c(C)c1	2%	4%	62%	-6%	2.6%
COc1ccc(CCN2C(=NC(=O)CCC(=O)O)SC3CS(=O)(=O)CC32)cc1OC (stereo not drawn)	-7%	2%	-18%	2%	1.9%
COC(=O)c1[nH]c(C)c(/C(O)=C2\C(=O)C(=O)N(CCN3CCOCC3)C2c2ccc(C)o2)c1C (stereo not drawn)	8%	-6%	20%	4%	i
CCOC(=O)/C(=C/c1ccc(OC(F)F)cc1)C1=Nn2c(nnc2-c2ccc(Cl)cc2)SC1	·	1%	·	·	29%
CCC(=O)N1CCc2cc(S(=O)(=O)CCC(=O)O)ccc21	-2%	-12%	-19%	-3%	0.8%
CN(C)C1=NP(N(C)C)(N(C)C)=NC(c2ccccc2)=N1	1%	-8%	-5%	8%	1.1%
Cc1nn(S(=O)(=O)c2ccccc2)c(C)c1S(=O)(=O)N1CCOCC1	-1%	-11%	1%	-12%	i
O=C(NCCC(=O)N1CCN(S(=O)(=O)c2ccccc2)CC1)c1ccc(Br)cc1	0%	-2%	12%	5%	4.2%
Cc1ccc2c(c1)C(=O)CCCCC(=O)N2	-11%	-2%	5%	0%	0.8%
Cc1cc2c(OCC(O)CN3CCCC3)cccc2[nH]1 (stereo not drawn)	-6%	7%	10%	3%	0.7%
CC(NS(=O)(=O)c1ccc(Cl)c(Cl)c1)C(=O)Nc1cccnc1 (stereo not drawn)	5%	0%	9%	·	2.2%
O=C(CCc1ccccc1)n1nc(-c2ccccc2)nc1NCc1ccco1	-7%	1%	4%	-9%	4.5%
CCOC(=O)c1c(C)[nH]c(C)c1-c1ccccc1OC	2%	6%	5%	0%	i
COc1ccc(/C=N/NC(=O)CCc2c(C)n[nH]c2C)cc1O	-6%	0%	1%	12%	3.1%
Clc1ccc(OCCn2cnc(Cl)c2Cl)cc1	0%	12%	56%	-2%	i
COc1ccccc1C(CC(=O)Nc1nccs1)c1ccco1 (stereo not drawn)	3%	-14%	3%	1%	8.5%
CN(Cc1ccccc1)S(=O)(=O)c1nnc(NC(=O)c2ccccc2)s1	2%	6%	16%	7%	3.3%
Cc1nnc(SCC(=O)NCCN2C(=O)CSC2=O)s1	-6%	-6%	3%	-1%	1.4%
COc1ccc(CNC(=O)C2CCNCC2)cc1	-1%	20%	13%	1%	0.7%
O=C(NC1CCCCC1)N1CCCC(c2nc3ccccc3[nH]2)C1 (stereo not drawn)	-8%	-1%	9%	0%	0.2%
COc1cccc(CN2CCN(Cc3ccc(O)cc3)CC2CCO)c1 (stereo not drawn)	9%	2%	22%	3%	0.7%

In the list so far, 3 have an aryl thioether with sulfur outside any ring.
SMILES	M. tuberculosis HTS	influenza NS1A	M. tuberculosis	PhoP GFP inhibition	VEEV TC-83 Vero	others
COc1ccc(NC(=O)CSc2nnc(C3CC3)n2C)cc1	2%	-5%	7%	2%	0.7%
Cc1ccc(NCc2nnc(SCC(=O)c3ccccc3)o2)c(C)c1	2%	4%	62%	-6%	2.6%
Cc1nnc(SCC(=O)NCCN2C(=O)CSC2=O)s1	-6%	-6%	3%	-1%	1.4%

Reprinted from above, 4 compounds:
SMILES	M. tuberculosis HTS	influenza NS1A	M. tuberculosis	PhoP GFP inhibition	VEEV TC-83 Vero	others
Cc1nnc(SCC(=O)NCCN2C(=O)CSC2=O)s1	-6%	-6%	3%	-1%	1.4%
COc1ccc(CNC(=O)C2CCNCC2)cc1	-1%	20%	13%	1%	0.7%
O=C(NC1CCCCC1)N1CCCC(c2nc3ccccc3[nH]2)C1 (stereo not drawn)	-8%	-1%	9%	0%	0.2%
COc1cccc(CN2CCN(Cc3ccc(O)cc3)CC2CCO)c1 (stereo not drawn)	9%	2%	22%	3%	0.7%

Going on with the list.
SMILES	M. tuberculosis HTS	influenza NS1A	M. tuberculosis	PhoP GFP inhibition	VEEV TC-83 Vero	others
O=C(NCCc1ccccc1)c1ccc(-c2ccccc2Cl)o1	-2%	12%	28%	-3%	i
COc1ccc(NC(=O)COC(=O)c2cc(=O)c3ccccc3o2)cc1OC	-3%	-3%	-16%	·	1.4%
COc1ccc(NS(=O)(=O)c2cc(NC(=O)c3ccc(=O)[nH]n3)ccc2N2CCOCC2)cc1	-9%	-8%	18%	·	5.4%
CC(C)CC(NC(=O)C1CCC(C)CC1)C(=O)Nc1cccnc1 (stereo not drawn)	·	-5%	3%	-7%	i
O=C1CCc2cc(S(=O)(=O)Nc3ccc(C(F)(F)F)cc3)cc3c2N1CC3	-1%	0%	7%	5%	1.6%
O=C(NC(=S)Nc1cccc([N+](=O)[O-])c1)C1CCCCC1	7%	-4%	?	-1%	1.9%
Cn1c(=O)c2c(nc(CN3CCc4ccccc4C3)n2CC(=O)c2ccccc2)n(C)c1=O	-15%	-6%	43%	12%	0.4%
Cc1cccn2c(=O)c(C(=O)NCCCN3CC(C)CC(C)C3)c(O)nc12 (stereo not drawn)	-8%	-6%	-22%	0%	1.5%
COc1ccc(C(=O)N2CCCC(Nc3ccc(C)c(C)c3)C2)cc1 (stereo not drawn)	3%	-10%	24%	-9%	3.1%
COc1cccc(CN2CC(C(=O)NC3CCC(O)CC3)CCC2=O)c1 (stereo not drawn)	-7%	0%	-5%	-3%	2.9%
C/C(CC(=O)NC1CCCCC1)=N\NC(=O)COc1ccc(C)cc1Br	2%	7%	10%	10%	1.1%
COc1ccccc1N1CCN(C(=O)c2ccco2)CC1	2%	1%	-1%	5%	1.2%
COc1ccc(C2N(c3ccc4c(c3)OCCO4)C(=O)C2(F)F)cc1OC (stereo not drawn)	?	-8%	?	8%	i
O=C(CSc1ccc2nnc(-c3ccccc3)n2n1)N1CCCc2ccccc21	-19%	7%	44%	-8%	8.8%
CCOC(=O)[C@H]1[C@H]2COc3ccc(OC)cc3[C@@H]2N2C(=O)c3cc(F)c(F)cc3NC(=O)[C@@]12C	2%	3%	19%	-4%	1.3%
CN1CCN(C(=O)c2cnn3c2NC(c2ccccc2)CC3C(F)(F)F)CC1 (stereo not drawn)	-20%	4%	7%	-2%	i
CCSc1nc2ccccc2n1CC(N)=O	-10%	-5%	-1%	3%	i
COc1ccc(-c2csc(NC(=O)CN3C(=O)C4CCCCC4C3=O)n2)c(OC)c1 (stereo not drawn)	57%	13%	40%	-4%	7.4%
Cc1ccc(NC(=O)CSc2nnc(-c3cc(C)[nH]n3)n2N)c(C)c1	5%	6%	-12%	-24%	0.1%
O=C(CN1C(=O)COc2ccccc21)N1CCN(C2CCCCC2)CC1	-5%	7%	-15%	-2%	1.1%
O=[N+]([O-])c1ccc(-c2cn(-c3ccccc3F)c(=S)[nH]2)cc1	-2%	-8%	-3%	4%	0.4%
Cc1ccc(S(=O)(=O)N/N=C\c2cc3c(cc2[N+](=O)[O-])OCO3)cc1	0%	6%	-9%	1%	1.0%
CC(=O)NC1=NC(=O)/C(=C/N2CCOCC2)S1	-7%	14%	0%	-15%	1.8%
COc1cccc(NC(=O)CSc2nc3ccccc3c(=O)n2CCCC(=O)NCC2CCCO2)c1 (stereo not drawn)	11%	-12%	24%	-3%	12%
C/C=C(/C)C(=O)Nc1cccc(C2=NOC3(C2)C[C@H](C(N)=O)N(C(=O)Cc2ccc([N+](=O)[O-])cc2)C3)c1 (stereo partly drawn)	4%	10%	16%	1%	i
Cn1ncc(Br)c1C(=O)N1CCN(C(=O)c2ccco2)CC1	-14%	-14%	-5%	-6%	1.4%
O=C(OCCCc1cc2ccccc2c(=O)o1)c1ccc(C(F)(F)F)cc1	0%	-4%	80%	·	0.1%	VEEV TC-83 Vero 10K pilot screen=0.3
Cc1ccc(OCC(=O)Nc2ccc3c(c2)CCC3)c([N+](=O)[O-])n1	9%	11%	13%	1%	0.8%
O=C(O)CSCC(=O)N(c1ccccc1)c1ccccc1	-10%	-4%	-5%	-2%	0.1%
O=C(Cc1cccs1)N1CCC2(CC1)OCCO2	·	-4%	·	-2%	1.9%
C[C@H](CO)N1C[C@H](C)[C@@H](CN(C)Cc2ccncc2)Oc2c(NS(=O)(=O)c3cn(C)cn3)cccc2C1=O	-5%	8%	-5%	·	0.3%
CCCCCCCCN1[C@@H](CC(=O)O)c2ccc(C(F)(F)F)cc2S1(=O)=O	-1%	7%	28%	3%	0.3%
S=C(NCCN1CCOCC1)N/N=C/c1c2ccccc2cc2ccccc12	-1%	4%	-13%	-31%	8.6%
O=C(NC1CCCCCC1)c1cc2ccccc2oc1=O	-4%	22%	?	-2%	1.0%
Cc1cccc(NC(=O)Nc2ccc([N+](=O)[O-])cc2)n1	8%	-5%	-18%	3%	1.3%
COc1ccc2c(c1)SCC/C2=C\CN1C(=O)CCC1=O	-4%	-1%	0%	-4%	2.0%
CCOC(=O)c1c(C)[nH]c(C(=O)CSc2nnc(C3CC3)n2N)c1C	-5%	3%	21%	-13%	6.9%
O=C(CNS(=O)(=O)c1ccccc1)Nc1ccc(C(F)(F)F)cc1	-7%	-1%	-1%	-6%	3.0%
CC(C)=CCN1CCN(Cc2cccc3nonc23)CC1CCO (stereo not drawn)	3%	·	0%	3%	i
COc1ccccc1Nc1nnc(SCC(=O)N2CCCC2=O)s1	-12%	3%	1%	23%	i
O=C(COC(=O)c1ccc(F)c(S(=O)(=O)N2CCOCC2)c1)c1ccccc1	7%	-3%	9%	·	i
O=C(NCCc1ccccc1)c1nc2nc(-c3cccs3)cc(C(F)(F)F)n2n1	-5%	14%	4%	-5%	6.2%
COCCNC(=O)C(=O)c1c(-c2ccccc2)[nH]c2ccccc12	1%	-13%	-10%	6%	1.4%
CCN(CC)C1=NC=CC(c2ccccc2)=CC1C (stereo not drawn)	-2%	-1%	8%	1%	i
O=C(COC(=O)/C=C/c1ccc(Cl)cc1)NCCN1C(=O)CSC1=O	0%	-10%	-1%	-5%	i
O=C(NCC(c1ccc(F)cc1)N1CCOCC1)c1cccnc1Sc1ccc(Cl)cc1 (stereo not drawn)	0%	1%	0%	-3%	3.2%
CC(C)c1ccc(S(=O)(=O)c2ccc(NN)cc2)cc1	·	-4%	·	·	4.0%
CC(C)(C)c1ccc(OCCC(=O)NCCc2ccc(S(N)(=O)=O)cc2)cc1	0%	16%	12%	-2%	0.2%
